# Lipid storage S3 – qHTS Assay for Lipid Storage Modulators in Drosophila S3 Cells; Drosophila S3 cells, BODIPY lipid droplet fluorescence, 18-24 h; cells fed with added oleic acid; lipid storage change, negative = inhibition, % at the top dose, mostly 46.1 µM; hits show Potency in µM; 320,000 compounds, 0.64% hits; AID 2685, 2010; active = well fitted inhibition curve with a large enough effect in the signal ratio, with a control signal flat, not every such curve was filed as active; inconclusive = small, poorly fitted or top-dose-only effect, or effect the other way, or a change in a side signal; the % refers to the signal ratio
#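 Drosophila S3 cells got compounds at several concentrations plus oleic acid (400 uM solution). Laser-scanning cytometry with 488 nm excitation read lipid droplets at 500-530 nm and cells at 575-640 nm. Percent activity was relative to 20 uM Triacsin C.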
# Lipid storage S3 cell count max – further read-out of Lipid storage S3, marked with its call; cell number change, %; measured here: cell count max response;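 cells counted by Cell Tracker Red CMTPX staining in the red channel; peak over a dose series mostly up to 46.1 µM; percent activity relative to internal control wells on each plate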
# An asterisk follows results filed as active; i = inactive; ? = inconclusive; · = no result given. % is set by controls: 0 for no effect and ±100 for the full control effect; potency is the fitted concentration of half-maximal effect. Only part of the results is shown; count on the stated rates, not on these rows.
SMILES,Lipid storage S3,Lipid storage S3 cell count max
C=CCn1c(SCc2cc(=O)n3ccsc3n2)nc2scc(C3CC3)c2c1=O,?,·
Cc1cc(C)cc(NC(=O)Cn2nnc(C(=O)NCc3ccco3)c2N)c1,?,·
Cc1ccc(SCc2ccc(C(=O)Nc3cccnc3)cc2)cc1,?,·
O=C1CC(c2cccc(O)c2)Oc2ccccc21 (stereo unspecified),?,·
Cc1ccc(C)c(NC(=O)CCN2CCN(CCO)CC2)c1,?,·
O=C(Nc1ccc(S(=O)(=O)N2CCOCC2)cc1)c1cccs1,i,13
Cc1ccc(C)c(N(C(=O)c2csnn2)C(C(=O)NC2CCCC2)c2ccncc2)c1 (stereo unspecified),?,·
O=C(OCc1ccccn1)c1ccc(COc2ccccc2Cl)o1,8%,·
CCOC(=O)/C=C/c1ccc2oc3ccccc3c(=O)c2c1,?,·
Cc1ccc2cc(CN(Cc3ccco3)C(=S)NCC3CCCO3)c(=O)[nH]c2c1C (stereo unspecified),?,·
Cc1ccc(-c2nc(NCc3ccco3)c3ccccc3n2)cc1,?,·
O=S(=O)(NC1CCCCC1)c1ccc(S(=O)(=O)N2CCN3CCCC3C2)cc1 (stereo unspecified),?,·
CCN(CC)c1ccc(NC(=O)c2cccnc2)c(C)c1,0%,6
NC1=NC[C@H](Cc2ccc(O)cc2)N1CC1CCCCC1,-2%,7
CCOC(=O)c1cnc2c(C#N)c(C)nn2c1C,-9%,-17

# Exported tab-delimited: 2 of the compounds above
molecule	Lipid storage S3	Lipid storage S3 cell count max
Cc1ccc2cc(CN(Cc3ccco3)C(=S)NCC3CCCO3)c(=O)[nH]c2c1C (stereo unspecified)	?	·
Cc1ccc(-c2nc(NCc3ccco3)c3ccccc3n2)cc1	?	·

# Additional structures:
SMILES,Lipid storage S3,Lipid storage S3 cell count max
N#Cc1ccsc1NC(=O)C1CCN(C(=O)c2ccc(F)cc2)CC1,?,·
Cc1ccc(-n2ccc(=O)c(C(=O)O)n2)cc1,?,·
Cc1nc(-c2cccc(NC(=O)C(C)Oc3ccccc3)c2)cs1 (stereo unspecified),i,-4
CN(C)c1nc(F)c(F)c(S(=O)(=O)c2ccccc2)c1F,?,·
O=C(NC1CCCCC1)c1cc(Cl)nc2ccccc12,?,·
Cc1cc(S(=O)(=O)N2CCOCC2)ccc1OCC(=O)NCc1ccccn1,?,·
N#Cc1c(N)sc2c1CCN(CCc1ccccc1)C2,-6%,-11
CC(=O)N/C(=C\c1ccccc1)C(=O)Nc1ccc(O)cc1,2%,14
CCc1cccc(NC(=O)CN(C)S(=O)(=O)c2cccc3nsnc23)c1,-1%,-4
Cc1ccc(NC(=O)C(c2ccc(Cl)cc2)N2CCOCC2)cc1 (stereo unspecified),?,·
CCN1CCN(CC(O)COCc2ccccc2)CC1 (stereo unspecified),?,·
CCN(Cc1ccccc1)Cc1nnnn1Cc1ccccc1,-14%,2
COc1ccc(N2CCN(C(=O)c3nc4nc(C)cc(C)n4n3)CC2)cc1,?,·
COc1cc2cc(CN(CCc3ccccc3C)C(=S)NCCCN3CCOCC3)c(=O)[nH]c2cc1OC,0%,-10
COc1ccc(-n2cc(CNCCc3cscn3)c(-c3ccccc3Cl)n2)cc1,?,·
Cc1nc(SCC(=O)N2CCN(C(=O)c3cccs3)CC2)c2c(C)c(C)sc2n1,?,·
O=C(C(c1ccccc1)c1ccccc1)N1CCN(c2ccccn2)CC1,3%,0
O=C(Nc1ccc2nc(-c3cccnc3)[nH]c2c1)c1ccccc1F,i,·
Cc1cc(NC(=O)COC(=O)c2ccc(S(=O)(=O)C(F)F)cc2)n(-c2ccccc2)n1,?,·
O=C(C[n+]1cc(-c2ccccc2)n2c1CCC2)c1cccs1,?,·
CC1Cc2ccccc2N1C(=O)COC(=O)c1cc(Br)ccc1O (stereo unspecified),?,·
Cc1cc(C)cc(OCC(=O)NCc2cc(C)nc3ccccc23)c1,?,·
COc1ccccc1NC(=O)CCC(=O)N1CC(C)Oc2ccc(C)cc21 (stereo unspecified),4%,-5
CCc1ccccc1NC(=O)CSc1nnc(CNC(=O)c2ccco2)n1C,i,-12
CN(Cc1ccccc1F)c1ncnc2sccc12,?,·
COc1ccc(CCN(C(=O)c2snc(C(N)=O)c2N)C(C(=O)NCC2CCCO2)c2ccc(F)cc2)cc1OC (stereo unspecified),i,·
Cc1noc(C(=O)NCc2ccco2)c1Cl,0%,-1
O=C(CSc1nc2ccccc2c(=O)[nH]1)Nc1nc(-c2ccc(Br)cc2)cs1,i,·
CCOC(=O)Cc1cc(-c2ccc(OC)cc2)nc2ccc3ccccc3c12,?,·
Cc1cc(CN(C)C(=O)c2ccc3nc(Cc4ccccc4F)oc3c2)on1,-9%,-10
COc1ccccc1NC(=O)CC(c1ccc(F)cc1)c1ccco1 (stereo unspecified),5%,16
CCCCNC(=O)c1onc(CSc2ccc(OC)cc2)c1C(=O)O,?,·
Cc1ccc2occ(/C=N/NC(=O)c3ccc(O)cc3)c(=O)c2c1,?,·
COc1ccc(-n2nnnc2SC(C)C(N)=O)cc1 (stereo unspecified),5%,15
COC(=O)[C@H](C)NC(=O)NCc1ccc(F)cc1,-4%,6
Nc1cccc(-c2cc3ccccc3oc2=O)c1,1%,10
CN(C)S(=O)(=O)c1ccc(C(=O)Nc2nnc(SCc3cccc(F)c3)s2)cc1,?,·
O=C(Nc1ccccc1F)c1ccc(CSc2ncccn2)cc1,2%,12
COCCn1c(NCc2ccc(C)cc2)nc2c1c(=O)[nH]c(=O)n2C,9%,9
COc1cccc(NS(=O)(=O)c2c(C)n(C)c(=O)n(C)c2=O)c1,?,·
CCOc1ccc(C(=O)CCC(=O)NNC(=O)c2ccccc2O)cc1,?,·
Cc1cc(C(=O)Nc2ccc(S(=O)(=O)N3CCOCC3)cc2)c(C)o1,?,·
COc1ccccc1NC(=O)N(CCN(C)C)Cc1cc2cc(C)ccc2[nH]c1=O,i,10
CCCCCCn1cc(C(=O)O)c(=O)c2cc(F)c(N3CCN(C(=O)OCC)CC3)cc21,7%,3
O=c1ccc2cc([N+](=O)[O-])c(CCO)cc2o1,?,·
CCN1CCN(c2nc(Nc3cc(OC)ccc3OC)nc(Nc3cc(OC)ccc3OC)n2)CC1,3%,0
C/C(NC1CCCC1)=C(/C#N)C(N)=O,i,·
Cc1cc(C)n2[nH]c(=O)c(N=Nc3cccc(C(F)(F)F)c3)c2n1,?,·
CCOC(=O)N1CCN(Cc2nc3cc(NC(C)=O)ccc3n2CC)CC1,?,·
Cn1c(-c2ccccc2)cnc1N,0%,2
Cn1cc(CN2CCC(C(=O)N3CCCC3)CC2)c(-c2ccccc2F)n1,-7%,-14
CCn1ncc(/C=N/O)c1C,-180%,0
O=C(Cc1cccc2ccccc12)NCCOc1ccccc1F,?,·
Cc1ccc(CNC(=O)C2CCN(S(=O)(=O)c3cccc4nonc34)CC2)cc1,?,·
COCCn1c(SCC(=O)Nc2ccccc2C)nc2c(oc3ccccc32)c1=O,7%,-1
O=C(CNCC(=O)Nc1ccc(F)c(F)c1F)Nc1ccc(F)c(F)c1F,5%,-6
O=C(CN1CCCN(Cc2ccc(F)cc2Cl)C1=O)NC1CCCC1,?,·
CCn1c(SCC(=O)N2CCCC(C)C2)nnc1-c1ccco1 (stereo unspecified),?,·
Cn1c(NCC(O)CO)nc2c1c(=O)n(Cc1ccc(Cl)c(Cl)c1)c(=O)n2C (stereo unspecified),?,·
CC(=O)N1c2ccc(S(=O)(=O)N3CCCC(C(=O)NCc4ccccc4Cl)C3)cc2CC1C (stereo unspecified),?,·
# More entries
SMILES,Lipid storage S3,Lipid storage S3 cell count max
O=C(Nc1nccs1)c1ccc(-c2ccccc2[N+](=O)[O-])o1,?,·
COc1cc(OC)c2cc(C(=O)N/N=C/c3cccc(OC)c3O)[nH]c2c1,?,·
CCOC(=O)c1c(C=O)c2sc(C)cc2n1C,?,·
COc1ccccc1C(=O)NCC(=O)OCC(=O)Nc1cccc(S(=O)(=O)N2CCCCCC2)c1,?,·
CCCCCCn1c(CN2CCN(Cc3ccccc3)CC2)nc2c1c(=O)n(C)c(=O)n2C,?,·
CCC(C)(C(=O)Nc1ccccc1C)N(C(=O)CNC(C)=O)c1ccc(C)cc1 (stereo unspecified),3%,3
O=C(NC(NC(=O)c1ccccc1)C(=O)c1ccccc1)c1ccccc1,-5%,20
CC1(C)Cc2c(ccc3ccccc23)-c2nnc(-c3cccnc3)n21,-15%,-28
CCOC(=O)c1ccccc1NC(=O)c1cn(-c2ccc(OC)cc2)c(=O)c2ccccc12,?,·
O=[N+]([O-])c1ccc(-c2c[nH]c(=S)[nH]2)cc1,?,·
N#CC(c1ccc(F)cc1)c1ccc(C(=O)c2ccc(F)cc2)cc1 (stereo unspecified),?,·
O=C(NCc1ccco1)C1CC(c2ccccc2O)=NO1 (stereo unspecified),?,·
COc1ccc(S(=O)(=O)NC2CC3CCC2C3)cc1 (stereo unspecified),?,·
Cc1ccc(N(Cc2ccccc2)C(=O)c2ccc(F)c(S(=O)(=O)N3CCOCC3)c2)cc1,?,·
CS(=O)(=O)N1CCCC(C(=O)N2CCc3ccccc3C2)C1 (stereo unspecified),6%,-5

# Six of the compounds above, with two lines to a compound.
# Fields – Lipid storage S3 | Lipid storage S3 cell count max
> O=C(NCc1ccco1)C1CC(c2ccccc2O)=NO1 (stereo unspecified)
    ? | ·
> O=C(NC(NC(=O)c1ccccc1)C(=O)c1ccccc1)c1ccccc1
    -5% | 20
> COc1ccc(S(=O)(=O)NC2CC3CCC2C3)cc1 (stereo unspecified)
    ? | ·
> Cc1ccc(N(Cc2ccccc2)C(=O)c2ccc(F)c(S(=O)(=O)N3CCOCC3)c2)cc1
    ? | ·
> CCOC(=O)c1ccccc1NC(=O)c1cn(-c2ccc(OC)cc2)c(=O)c2ccccc12
    ? | ·
> CCCCCCn1c(CN2CCN(Cc3ccccc3)CC2)nc2c1c(=O)n(C)c(=O)n2C
    ? | ·

# Next results
SMILES,Lipid storage S3,Lipid storage S3 cell count max
COc1ccc(-n2c(C)cc(SC)c(C(C)=O)c2=S)cc1,?,·
O=C1NC(=Nc2ccccc2)c2c1cccc2[N+](=O)[O-],19%,-2
CC(C)(C)C(=O)NC1=NCCS1,12%,22
Cc1ccc(-n2c(C(C)C)nc3oc4ccccc4c(=O)c3c2=O)cc1,4%,-1
COc1ccc([C@H]2CC(=O)C=C(c3ccc4c(c3)sc3ccccc34)C2)cc1,?,·
Cc1ccc2c(c1)c(N=Nc1ccc([N+](=O)[O-])cc1)c(O)n2C,?,·
CCC(CC)C(=O)Nc1ccncc1,?,·
Cc1ccc(S(=O)(=O)N2CCN(c3ccccc3)CC2)cc1C,?,·
Cc1c(C(=O)NCc2ccccc2CN2CCCC2)oc2ccc(F)cc12,?,·
COC(=O)NCC(C)OC(=O)Nc1ccc(Cl)cc1 (stereo unspecified),-13%,14
Cc1cc(S(=O)(=O)Nc2ccccc2C)ccc1F,?,·
FC(F)(F)c1nnc2c3ccccc3c(Cl)nn12,i,22
O=C1CCNCCN1[C@H](CO)c1ccccc1,?,·
CCN1CCC2(CC1)Oc1c(OC)cccc1C1CC(c3cccnc3)=NN12 (stereo unspecified),-2%,13
CCCOc1ccc(-c2cc(C(F)(F)F)c(C#N)c(SCC(=O)O)n2)cc1,5%,-15

# Complete entries as entered above:
# `Cc1ccc(-n2c(C(C)C)nc3oc4ccccc4c(=O)c3c2=O)cc1` is listed as Lipid storage S3 = 4%; Lipid storage S3 cell count max = -1
# `CCCOc1ccc(-c2cc(C(F)(F)F)c(C#N)c(SCC(=O)O)n2)cc1` is listed as Lipid storage S3 = 5%; Lipid storage S3 cell count max = -15
# `Cc1ccc(S(=O)(=O)N2CCN(c3ccccc3)CC2)cc1C` is listed as Lipid storage S3 = ?; Lipid storage S3 cell count max = ·

# Following part
SMILES,Lipid storage S3,Lipid storage S3 cell count max
COc1ccccc1C(=O)NC(=S)Nc1ccc(S(=O)(=O)N2CCN(C)CC2)cc1,?,·
Oc1ccc(/C=N/Nc2cc(N3CCCC3)nc(N3CCCC3)n2)cc1,-7%,-33
COc1ccc(OC)c(C(C(=O)NCc2ccco2)N(C(=O)Cn2nnc3ccccc32)C2CC2)c1 (stereo unspecified),?,·
O=S1(=O)CC/C(=N/Nc2ccc(C(F)(F)F)cn2)c2cc(F)ccc21,?,·
S=c1nc(C2CCCCC2)[nH][nH]1,?,·
O=C(CCC(=O)c1ccc(F)cc1)Nc1cccc(Br)c1,?,·
Cc1ccc(NC(=O)CN2CCC3(O)CCCCC3C2c2ccc3c(c2)OCO3)c(C)c1 (stereo unspecified),?,·
Cc1ccc(CN2C(=O)CCC2C(=O)NCc2ccccc2Cl)cc1 (stereo unspecified),-17%,·
C=CCn1cccc(C(=O)Nc2ccc(OC)c(Cl)c2)c1=O,?,·
Cc1onc(-c2c(Cl)cccc2Cl)c1C(=O)N=C(N)N1CC(C)OC(C)C1 (stereo unspecified),10%,7
CN(C)c1cc(-c2cccc([N+](=O)[O-])c2)oc(=O)c1Cl,8%,13
CC1(C)OC(=O)N(c2cccnc2)C1(C)O (stereo unspecified),?,·
Cc1ccc(NC(=O)CSc2ccc(-c3ccccn3)nn2)cc1F,?,·
